Fh CTSL1 inh: counter-screen for PFM18AAP inhibitors: inhibitors of F. hepatica cathepsin L1; 300,000 compounds, 0.49% hits; AID 1906; inhibition, % at 5.96 µM; recombinant F. hepatica cathepsin L1, Z-Leu-Arg-MCA fluorescence;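 active = inhibition above the mean of all tested compounds plus 3 SD, set per screening campaign, cut at about 17% in these data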;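 also: 0% = plate median of test compound wells and 100% = 1 µM Z-Phe-Ala-diazomethylketone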
core dimer inh: HCV core protein dimerization inhibition; TR-FRET GST/Flag-core106 dimerization, 1536-well; inhibition, % at 5 µM; 300,000 compounds, 0.33% hits; AID 1899;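 active = inhibition above the mean of all tested compounds plus 3 SD, set per screening campaign, cut at about 45% in these data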
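System: GST-tagged and Flag-tagged HCV core protein residues 1-106 / Input: core106 proteins, GST 13.5 nM and Flag 17 nM / Buffer or medium: KF-containing HEPES buffer, pH 7.45, DTT, CHAPS, BSA / Probe or stimulus: Eu-anti-GST and XL665-anti-Flag labelled anti-tag antibodies / Schedule: 4 h, 22.5 °C incubation / Technique: TR-FRET 671 and 617 nm emission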
JMJD2C inh: blocks human GASC-1 demethylase activity; GST-JMJD2C(1-420) H3K9me3 demethylation, DELFIA europium; inhibition, % at 2.35 µM; 330,000 compounds, 0.069% hits; AID 2099;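 active = more than half of a compound's replicate wells show inhibition beyond 50%, single wells judged on their own value; inconclusive = some, but no more than half, of replicates pass 50% inhibition; inactive = no replicate passes 50% inhibition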;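 also: signal counts dimethyl H3K9 product captured on neutravidin plate; 0% = median of DMSO wells and 100% = 0.3 times that DMSO median; strong numbers were not always called active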
Target sequence (Q9H3R0 1-420 limits assumed): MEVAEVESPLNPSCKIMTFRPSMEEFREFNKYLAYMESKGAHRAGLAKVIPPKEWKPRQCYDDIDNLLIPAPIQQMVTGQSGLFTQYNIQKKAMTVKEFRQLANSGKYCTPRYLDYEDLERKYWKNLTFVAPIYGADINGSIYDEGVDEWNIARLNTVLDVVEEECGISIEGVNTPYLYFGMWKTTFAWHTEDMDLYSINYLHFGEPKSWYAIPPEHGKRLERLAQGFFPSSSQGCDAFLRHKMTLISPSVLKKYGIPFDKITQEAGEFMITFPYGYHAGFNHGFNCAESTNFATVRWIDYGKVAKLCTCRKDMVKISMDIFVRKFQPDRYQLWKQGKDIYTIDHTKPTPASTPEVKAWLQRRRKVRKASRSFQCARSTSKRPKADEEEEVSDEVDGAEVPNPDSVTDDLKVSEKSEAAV
Efflux pump inh: antifungal efflux pump inhibition, Nile Red retention | S. cerevisiae Candida pump triplex | inhibition, % at 10 µM | 330,000 compounds, 0.44% hits | AID 485275;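 active = plate passing quality check with inhibition over a set limit, or well fluorescence over plate mean plus 4 SD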;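 also: Nile Red retained in pooled yeast measured as flow cytometry median fluorescence; 0% = buffer negative control and 100% = Enniatin B positive control; higher means more Nile Red kept so more efflux inhibition; some compounds called inactive have numbers as strong as hits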
procasp7 counter: counter-screen for procaspase-3 activators: activators of human procaspase-7; P55210; recombinant procaspase-7, Ac-DEVD-pNA absorbance 405 nm; D23A/D198A/D206A triple mutant, cannot self-cleave; scale: DMSO 0, 5 µM enzyme 100; activation, % at 8.5 µM; 330,000 compounds, 0.093% hits;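 active = percent activation above the screen-wide mean plus 3 SD, cut at about 25% in these data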
Target sequence (P55210 whole entry D23A/D198A/D206A): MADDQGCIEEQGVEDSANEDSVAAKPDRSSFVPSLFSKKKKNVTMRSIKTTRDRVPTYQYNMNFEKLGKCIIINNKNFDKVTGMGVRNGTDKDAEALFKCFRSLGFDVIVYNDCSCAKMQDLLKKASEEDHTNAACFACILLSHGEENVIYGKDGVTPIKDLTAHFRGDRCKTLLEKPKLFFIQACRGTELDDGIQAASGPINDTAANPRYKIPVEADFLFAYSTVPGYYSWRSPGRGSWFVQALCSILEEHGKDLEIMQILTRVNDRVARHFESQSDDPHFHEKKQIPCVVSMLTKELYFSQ
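Assay system – Uncleavable procaspase-7 mutant enzyme · Quantity – 2 µM procaspase-7 mutant as dispensed · Times – 1 h preincubation, 2 h reaction · Dosing – single nominal 8.5 µM compound dose, 0.8% DMSO final · Buffer or medium – Zinc-free 50 mM HEPES buffer, pH 7.4, with NaCl and Triton X-100 · Detection – Epi-absorbance of released pNA at 405 nm, two timepoints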
PP5 primary: inhibitors of human protein phosphatase 5 (PP5) | P53041 | purified PP5c, OMFP substrate fluorescence | inhibition, % at 6.7 µM | 320,000 compounds, 0.18% hits | AID 1987;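 active = inhibition above the campaign's mean inhibition across all tested compounds plus 3 SD, cut at about 9.5% in these data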;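 also: 0% = DMSO only and 100% = 100 µM cantharidin control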
proCasp3 act: activates human procaspase-3 | AID 463141 | activation, % at 8.5 µM | P42574 | recombinant procaspase-3 D3A, Ac-DEVD-pNA absorbance 405 nm | 330,000 compounds, 0.11% hits;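 active = activation above the mean of all tested compounds plus 3 SD, cut at about 21% in these data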;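 also: 0% = DMSO alone and 100% = DMSO wells spiked with extra 5 µM PC-3 D3A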
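Test system: Procaspase-3 D3A mutant, all three cleavage aspartates alanine | Dosing: Single dose, 8.5 µM nominal compound, 0.8% DMSO | Schedule: 1 h preincubation, 2 h reaction | Technique: 405 nm absorbance of p-nitroaniline, reads at 0 and 120 min | Repeats: One well per compound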
PP1 inh: blocks human PP1-alpha phosphatase, a PP5 counter-screen | inhibition, % at 6.7 µM | P62136 | 320,000 compounds, 0.9% hits | purified PP1alpha, OMFP fluorescence;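 active = inhibition above the mean inhibition of all tested compounds plus 3 SD, computed separately for each screening campaign, cut at about 15% in these data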
Target sequence (P62136 whole entry, looked up): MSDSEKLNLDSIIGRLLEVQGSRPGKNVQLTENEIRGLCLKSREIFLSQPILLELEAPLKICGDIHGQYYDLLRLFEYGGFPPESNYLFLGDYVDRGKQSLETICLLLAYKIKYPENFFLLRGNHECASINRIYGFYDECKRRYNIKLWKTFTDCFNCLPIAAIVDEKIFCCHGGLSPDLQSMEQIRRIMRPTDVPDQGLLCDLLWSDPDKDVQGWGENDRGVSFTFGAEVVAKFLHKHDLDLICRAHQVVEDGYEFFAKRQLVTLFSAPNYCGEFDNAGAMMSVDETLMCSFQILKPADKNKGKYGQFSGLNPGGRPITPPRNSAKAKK
TPT1 inhibitor: C. albicans TPT1 enzyme inhibition; recombinant caTPT1, FP RNA substrate dephosphorylation; inhibition, % at 5 µM; 300,000 compounds, 0.81% hits; AID 1962;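 active = inhibition above the mean of all tested compounds plus 3 SD, set per screening campaign, cut at about 24% in these data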;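 also: plate controls were DMSO alone for no effect and ferristatin control at 100 nM for full effect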
* = called active by the depositor; i = inactive; ? = inconclusive; . = not tested or not shown; & = joins results of further samples. The order is random, and some 2.9% of all compounds hit somewhere here.

Structure	Fh CTSL1 inh	core dimer inh	JMJD2C inh	Efflux pump inh	procasp7 counter	PP5 primary	proCasp3 act	PP1 inh	TPT1 inhibitor
CC(NC(=O)CCl)c1ccc(Cl)c(Cl)c1 (stereo unspecified)	23*	1	5	0.0	5	0.5	-9	-1	-4
CCOC(=O)c1ccc2nc(C)c(CCC(C)=O)c(Cl)c2c1	7	0	0	0.0	2	0.5	4	-4	0
CC(C)(C)NC(=O)NC(=O)CN1CCC(Cc2ccccc2)CC1	2	12	-23	0.2	11	3.2	3	2	-2
CC(C)(C)SCCSC1=CC(=O)CC(c2ccccc2)C1 (stereo unspecified)	1	2	0	1.1	-7	4.4	-12	1	-1
Cc1ccc(F)c(NC(=O)CCc2ccccc2)c1	-3	3	-14	0.1	11	2.7	8	-4	0
O=C(c1c[nH]c(C(=O)C(Cl)(Cl)Cl)c1)c1c(F)cccc1F	5	0	-14	-0.1	-3	-3.6	2	0	-2
O=C(CN(Cc1ccccc1Cl)C(=O)c1csnn1)NCCc1ccccc1	-1	1	16	-0.1	9	0.9	1	3	0
COc1ccc(NS(=O)(=O)c2cc(NC(=O)c3cccs3)ccc2N2CCCC2)cc1	3	7	12	-0.1	7	2.5	-1	5	2
COc1ccc(NS(=O)(=O)c2cc(C(=O)N3CCN(C/C=C/c4ccccc4)CC3)ccc2C)cc1	1	1	-7	0.1	4	4.0	-5	-2	1
NC(=O)c1ccc(NC(=O)CSC(=O)c2ccccc2)cc1	.	.	1	0.1	-15	.	-14	.	.
O=C(Cn1cnc2scc(-c3ccccc3)c2c1=O)N1CCOCC1	-3	-1	-1	0.2	-1	0.3	12	-2	-1
CC(NC(=O)c1ccc(OC2CCN(Cc3ccccn3)CC2)cc1)c1ccccc1 (stereo unspecified)	-1	1	-1	-0.1	-4	-0.8	-2	0	-1
CCCc1cc(=O)[nH]c(SCC(=O)c2c(N)n(C3CC3)c(=O)[nH]c2=O)n1	.	.	1	-0.1	-10	-1.9	4	-6	.
Cc1cc(C)c(NC(=O)CNC(=O)COC(=O)C2=COCCO2)c(C)c1	0	-1	4	0.1	-3	-2.0	0	-5	0
Cc1cccc(OCC(=O)NNC(=O)C2CCCCC2C(=O)O)c1 (stereo unspecified)	-4	-2	-2	0.1	-8	2.0	2	2	1
Cc1nc(-c2ccc(Cl)cc2)sc1C1(C)CC(c2ccc(F)cc2)=NO1 (stereo unspecified)	1	-4	1	-0.2	-6	1.3	0	4	-2
CC1CCc2cc(F)ccc2N1C(=O)CCC(=O)O (stereo unspecified)	1	-12	3	-0.3	7	-0.8	4	0	-2
Cc1nnc(N(C)C(=O)c2ccncc2)s1	0	0	i	0.0	6	-0.8	0	-3	4
CCCCN(CC)CCCNC(=O)c1ccc(CS(=O)(=O)c2c(Cl)cccc2Cl)o1	0	4	-7	0.0	6	-1.9	2	-4	0
CCCn1c(C)cc(/C=C(\C#N)C(=O)OCC(=O)N(C)c2c(N)n(Cc3ccccc3)c(=O)[nH]c2=O)c1C	-3	-1	2	0.0	-2	0.9	2	-1	-1

Structure	Fh CTSL1 inh	core dimer inh	JMJD2C inh	Efflux pump inh	procasp7 counter	PP5 primary	proCasp3 act	PP1 inh	TPT1 inhibitor
CN(CCOC(=O)C1c2ccccc2Oc2ccccc21)C(C)(C)C	2	-2	6	0.1	5	1.1	10	-3	2
CCNC(=O)COc1cc(C)c(Cl)c(C)c1	-2	-3	0	0.0	-2	1.9	8	0	0
CN(C)c1ccc(/C=C/C(=O)c2ccc(C(C)(C)C)cc2)cc1[N+](=O)[O-]	-5	-2	4	-0.2	-18	3.2	8	1	-1
COc1cc(CN2CCNC(=O)C2CC(=O)NC2CCCC2)cc(OC)c1 (stereo unspecified)	-1	-5	29	0.1	3	3.8	-6	-2	-3
O=C(CNC(=O)[C@@H]1Cc2ccccc2CN1)Nc1ccc2c(c1)OCCO2	3	-1	?	0.1	13	-0.3	-5	-2	1
Clc1ccc(OCCSc2ncccn2)cc1	2	-5	15	0.2	-3	-2.5	4	-5	3
COc1cccc(NC(=O)c2ccccc2Oc2ccccc2)c1	5	6	21	-0.1	1	-0.4	3	-2	3
Cc1cc(C(=O)N/N=C/c2ccc(Cl)c([N+](=O)[O-])c2)c(C)n1-c1ccc(F)cc1	3	37	-5	-0.1	-3	-2.0	2	4	0
O=C(CNc1ccc(F)cc1)N/N=C/C1CC=CCC1 (stereo unspecified)	0	1	-2	-0.2	6	1.9	0	1	2
O=S(=O)(c1cccs1)n1cccn1	-2	-5	-2	-0.2	2	2.5	-2	-4	4
O=C(Nc1c(F)cccc1F)C(c1ccccc1)c1ccccc1	1	2	.	0.0	12	-5.1	1	-5	3
N#CC1(NC(=O)CSc2nc3ncc(Cl)cc3[nH]2)CCCCC1	-2	-10	5	0.0	-1	-1.2	0	-2	-4
COc1cc(-c2noc(CCC(=O)Nc3cccnc3)n2)cc(OC)c1OC	3	-7	2	0.1	10	0.9	-2	-3	3
CCOc1ccc(OCCC(=O)OCC(=O)NC2CCCCC2)cc1	-18	0	-21	0.2	-1	2.7	0	4	1
CCOCCN1CCN(c2c(CC)c(C)nc3cc(-c4cc(OC)cc(OC)c4)nn23)CC1	0	-1	3	0.1	2	5.5	3	4	3
CCC1(CC)Nc2ccccc2C(=O)N1c1ccc(OC)cc1	0	-1	-2	0.1	0	1.2	7	-3	3
COc1cc2c(cc1OC)C(c1ccc(-c3cc(Cl)ccc3Cl)o1)=NCC2	8	7	6	0.2	-12	-1.0	-1	2	22
O=C1c2ccccc2C(=O)N1CC#CCN1CCN(C(c2ccccc2)c2ccccc2)CC1	-1	5	-7	0.1	-7	2.3	-4	0	0
CCCNC(=O)c1onc(CSc2ccc(Cl)cc2)c1C(=O)NCC1CC1	-1	-1	-19	0.0	6	1.7	1	1	-2
S=C(N/N=C/c1cccs1)NC1CC2CCC1C2 (stereo unspecified)	-4	-6	3	-0.1	5	1.3	-3	-1	1

For convenience, part of the list above:
Structure	Fh CTSL1 inh	core dimer inh	JMJD2C inh	Efflux pump inh	procasp7 counter	PP5 primary	proCasp3 act	PP1 inh	TPT1 inhibitor
COc1cccc(NC(=O)c2ccccc2Oc2ccccc2)c1	5	6	21	-0.1	1	-0.4	3	-2	3
Cc1cc(C(=O)N/N=C/c2ccc(Cl)c([N+](=O)[O-])c2)c(C)n1-c1ccc(F)cc1	3	37	-5	-0.1	-3	-2.0	2	4	0
O=C(CNc1ccc(F)cc1)N/N=C/C1CC=CCC1 (stereo unspecified)	0	1	-2	-0.2	6	1.9	0	1	2
O=S(=O)(c1cccs1)n1cccn1	-2	-5	-2	-0.2	2	2.5	-2	-4	4
O=C(Nc1c(F)cccc1F)C(c1ccccc1)c1ccccc1	1	2	.	0.0	12	-5.1	1	-5	3
N#CC1(NC(=O)CSc2nc3ncc(Cl)cc3[nH]2)CCCCC1	-2	-10	5	0.0	-1	-1.2	0	-2	-4
COc1cc(-c2noc(CCC(=O)Nc3cccnc3)n2)cc(OC)c1OC	3	-7	2	0.1	10	0.9	-2	-3	3
CCOc1ccc(OCCC(=O)OCC(=O)NC2CCCCC2)cc1	-18	0	-21	0.2	-1	2.7	0	4	1
CCOCCN1CCN(c2c(CC)c(C)nc3cc(-c4cc(OC)cc(OC)c4)nn23)CC1	0	-1	3	0.1	2	5.5	3	4	3
CCC1(CC)Nc2ccccc2C(=O)N1c1ccc(OC)cc1	0	-1	-2	0.1	0	1.2	7	-3	3
COc1cc2c(cc1OC)C(c1ccc(-c3cc(Cl)ccc3Cl)o1)=NCC2	8	7	6	0.2	-12	-1.0	-1	2	22
O=C1c2ccccc2C(=O)N1CC#CCN1CCN(C(c2ccccc2)c2ccccc2)CC1	-1	5	-7	0.1	-7	2.3	-4	0	0
CCCNC(=O)c1onc(CSc2ccc(Cl)cc2)c1C(=O)NCC1CC1	-1	-1	-19	0.0	6	1.7	1	1	-2
S=C(N/N=C/c1cccs1)NC1CC2CCC1C2 (stereo unspecified)	-4	-6	3	-0.1	5	1.3	-3	-1	1

More records follow.
Structure	Fh CTSL1 inh	core dimer inh	JMJD2C inh	Efflux pump inh	procasp7 counter	PP5 primary	proCasp3 act	PP1 inh	TPT1 inhibitor
COc1cc(OC)cc(C(=O)NCCCCc2ccccc2)c1	-4	-6	0	0.1	-10	1.8	-1	0	0
COc1ccc(CN(C)Cc2nc(Cc3ccccc3Cl)no2)cc1OC	-3	0	13	0.0	4	1.0	9	0	-1
COC(=O)C1=C(C)N=C2SC(C)C(=O)N2C1c1cccs1 (stereo unspecified)	-3	-2	-6	0.0	-11	-1.9	-5	-6	1
COC(=O)C1=C(C)NC(=O)C1(Nc1ccc(Cl)cn1)C(F)(F)F (stereo unspecified)	-2	6	-11	0.1	6	0.8	2	-8	2
C=CCOc1ccc(/C=C/C(=O)OCC(=O)NCC2CCCO2)cc1 (stereo unspecified)	4	3	-5	0.0	8	-0.5	1	-3	1
CCNc1nc(NC(C)C)nc(N(C#N)CCOc2ccc(Cl)cc2Cl)n1	1	5	3&8	-0.2	-9	1.0	1	7	-4
Cc1ccc(NC(=O)c2nc[nH]c2C(=O)N2CCCCC2)c(C(=O)c2ccccc2)c1	-1	-2	-6	0.1	9	3.5	5	0	-5
CC(=O)c1cc2c(cc1NC(=O)c1cnc(C)cn1)OCO2	-1	0	-28	-0.1	4	0.4	6	-4	0
COC(=O)c1sccc1NC(=S)Nc1cc(OC)ccc1OC	-5	3	?	0.2	-19	0.8	-2	2	1
COc1ccc(C(C(=O)NCc2ccc(F)cc2)N(C(=O)c2csnn2)C2CC2)cc1 (stereo unspecified)	0	2	23	0.0	-4	-0.3	-2	-2	-2
CCN(CCCNC(=O)c1c(C)cc(=O)oc1C)c1ccccc1	1	-1	-6	0.1	-3	0.6	-4	0	0
CCN(CC(=O)NCc1cccs1)C(=O)c1ccc(OC)c(S(=O)(=O)N2CCOCC2)c1	-4	-10	27	-0.1	-5	-0.5	-6	-5	-1

Screening results from PubChem.
